Source: PubChem
GLP1R cytotox: cytotoxicity in counter-screen for GLP-1R inverse agonists; HEK293 cAMP-luciferase reporter cells, luminescence, 24 h; Potency, µM (highest dose often 38.3 µM), inactives show at the highest dose activity change, negative = inhibition, usual class: inhibitors; hit rate 0.13% among 410,000; AID 624418;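 further: loss of luciferase light is scored as toxicity; potency means the concentration at half of the fitted maximal effect; on the % scale 0 is the no-effect control and ±100 the full control effect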
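Seeding density was 200 cells/uL; after overnight-length (12 h) culture, 23 nL compounds went on for 24 h at 37 °C. Readout used a luciferase detection reagent, luminescence taken after 12 min at room temperature.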
Akt phos inh: Akt phosphorylation inhibition; hit rate 0.32% among 360,000; Neuro2A IGF-stimulated pAkt S473 HTRF, 20 min; stronger effect = lower value; AID 651550; activity change, % for hits at 50 µM; in the data active means activity change below about -80%; inconclusive means mostly about -51% to -80%; further: on the % scale 0 is the no-effect control and ±100 the full control effect
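Neuro2A cells (4,500/well, DMEM with 0.5% FBS) were treated with compound at a single 50 µM final concentration, stimulated with 6 nM IGF for 20 min at 37 °C, and lysed. Phospho-Akt Ser473 was read by HTRF as 665/615 ratio ×10^4.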
MmCpn inh: inhibitors of Methanococcus maripaludis chaperonin (MmCpn); purified Mm-Cpn ATPase, ADP Transcreener TR-FRET; Potency, µM (highest dose often 76.9 µM), inactives show top-dose activity, negative = inhibition, most hits filed as inhibitors; hit rate 0.031% among 330,000; AID 504842; further: potency means the concentration at half of the fitted maximal effect; on the % scale 0 is the no-effect control and ±100 the full control effect; nearly all actives have a fitted effect of over 80% in size
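Inhibition of chaperonin ATP hydrolysis is measured as reduced ADP production, detected by competitive TR-FRET in which signal falls with ADP. Final enzyme 25 nM and ATP 10 uM, reacted 30 min at 37°C.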
FUS suppressor: FUS proteinopathy suppression in yeast; S. cerevisiae FUS-expressing, growth rescue, OD600, 24 h; Potency, µM (doses to about 76.6 µM), without a hit: at the highest dose growth rescue (activation), actives largely listed as activators; hit rate 0.24% among 390,000;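 further: potency means the concentration at half of the fitted maximal effect; plate controls were DMSO vehicle for no effect and reference control for full effect; nearly all actives have a fitted effect of over 55% in size; some results filed as inactive show a strong effect at the top dose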
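Restored growth of FUS-toxic S. cerevisiae, read as 600 nm absorbance after 24 h at 30C in galactose medium (starting OD 0.005). Controls CP55940 and DMSO.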
aSyn yeast inh: alpha-synuclein toxicity inhibition in yeast. Yeast expressing alpha-synuclein, growth rescue, BacTiter-Glo, 24 h. Potency, µM (series often up to 46.1 µM), without a hit: at the top dose growth rescue (activation), usual class: activators. AID 652106. hit rate 0.14% among 370,000; further: potency means the concentration at half of the fitted maximal effect; % of control where 0% means no effect; nearly all actives have a fitted effect of over 65% in size
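Galactose-induced alpha-syn yeast (OD600=0.02, raffinose-pregrown) + pinned cpd, 24 hr, 30 deg C; growth by BacTiter-Glo luminescence. Growth restoration scores as activation.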
Abeta yeast res: A-beta toxicity reversal in yeast | yeast expressing A-beta42, growth rescue, OD600, 48 h; response scale: 0% DMSO, 100% iron-clioquinol control | hit rate 0.063% among 410,000 | Potency, µM (top dose mostly 46.1 µM), for the others: top-dose growth rescue, most hits filed as activators; further: potency means the concentration at half of the fitted maximal effect; nearly all actives have a fitted effect of over 55% in size
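Growth rescue measured by 600 nm absorbance after 48 h yeast culture at 30 C with compound. Values normalized between DMSO and an equimolar ferric chloride plus clioquinol control.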
TDP43 rescue: inhibitors of TDP-43 toxicity in yeast; TDP-43 expressing yeast growth rescue, BacTiter-Glo, 24 h; hit rate 1.8% among 410,000; AID 652104; Potency, µM (titrated, usually from 46.1 µM), for inactives: at the top dose growth rescue (activation), usual class: activators; further: potency means the concentration at half of the fitted maximal effect; % of control where 0% means no effect; nearly all actives have a fitted effect of over 50% in size
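Cell-based yeast growth screen: TDP-43 expression induced in galactose, inoculum OD600=0.02 after raffinose pregrowth to mid-log. Read-out BacTiter-Glo luminescence at 24 hr, 30 deg C; inhibition of toxicity seen as signal increase.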
PTHR1 ag: activates the human parathyroid hormone receptor PTHR1. HEK293 GP2 PTHR1 cells, GloSensor cAMP luminescence, 1 h. Potency, µM (doses to about 115 µM), for inactives: top-dose activation, actives largely listed as activators. hit rate 0.075% among 410,000. AID 743266; further: potency means the concentration at half of the fitted maximal effect; nearly all actives have a fitted effect of over 55% in size; some results filed as inactive show a strong effect at the top dose; inactives centre near -15; many of its hits are not listed in these tables
Target sequence (Q03431 whole entry, looked up): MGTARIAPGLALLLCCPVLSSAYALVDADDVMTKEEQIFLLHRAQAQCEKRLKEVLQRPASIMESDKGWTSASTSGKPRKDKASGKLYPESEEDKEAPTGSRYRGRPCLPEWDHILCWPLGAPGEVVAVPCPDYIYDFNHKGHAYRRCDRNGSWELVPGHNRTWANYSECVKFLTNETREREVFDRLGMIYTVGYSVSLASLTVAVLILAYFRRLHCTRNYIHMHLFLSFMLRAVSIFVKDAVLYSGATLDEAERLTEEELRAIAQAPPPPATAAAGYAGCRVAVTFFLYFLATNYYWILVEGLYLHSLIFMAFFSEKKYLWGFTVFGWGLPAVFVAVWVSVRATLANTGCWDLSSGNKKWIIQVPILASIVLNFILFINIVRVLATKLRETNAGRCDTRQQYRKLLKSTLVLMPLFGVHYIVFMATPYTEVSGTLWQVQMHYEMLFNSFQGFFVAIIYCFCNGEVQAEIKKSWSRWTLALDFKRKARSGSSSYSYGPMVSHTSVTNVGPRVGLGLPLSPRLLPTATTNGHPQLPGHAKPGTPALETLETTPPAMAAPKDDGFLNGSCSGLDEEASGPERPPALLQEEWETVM
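HEK-293-derived GP2 cells expressing PTHR1 and a GloSensor cAMP reporter, 3,000/well, plated overnight, given luciferin plus IBMX (each 0.5 mM as added) for 1 h at 37 °C, then compound for 1 h at 37 °C. Luminescence was read after 15 min at room temperature.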
GLP-1R inv ag: GLP-1 receptor (human) inverse agonism; HEK293 GLP-1R CRE-luciferase, luminescence, 24 h; GLP-1R form is constitutively active; Potency, µM (top dose mostly 38.3 µM), for inactives: at the highest dose activity change, negative = inhibition, usual class: inhibitors; hit rate 1.6% among 410,000; AID 624417; further: potency means the concentration at half of the fitted maximal effect; on the % scale 0 is the no-effect control and ±100 the full control effect; nearly all actives have a fitted effect of over 55% in size
Target sequence (P43220 whole entry, looked up): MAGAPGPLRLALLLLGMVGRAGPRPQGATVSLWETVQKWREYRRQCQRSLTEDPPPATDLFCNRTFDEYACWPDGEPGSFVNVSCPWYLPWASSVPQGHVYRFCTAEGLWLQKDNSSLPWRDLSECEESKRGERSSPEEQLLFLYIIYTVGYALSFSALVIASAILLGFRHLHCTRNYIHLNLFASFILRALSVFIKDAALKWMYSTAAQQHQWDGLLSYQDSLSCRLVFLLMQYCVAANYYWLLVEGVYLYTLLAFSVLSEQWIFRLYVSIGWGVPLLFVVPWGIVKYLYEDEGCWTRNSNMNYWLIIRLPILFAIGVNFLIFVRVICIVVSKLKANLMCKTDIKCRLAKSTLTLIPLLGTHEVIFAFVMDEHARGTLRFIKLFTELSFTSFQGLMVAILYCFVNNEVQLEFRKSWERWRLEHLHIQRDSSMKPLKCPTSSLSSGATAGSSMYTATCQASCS
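Stable HEK293 clone (constitutively active GLP-1R + cAMP-response luciferase); 200 cells/uL plated, 12 h pre-culture, compound 24 hr, 37 deg C/5% CO2; detection reagent 12 min RT; luminescence.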
Active calls of the source: *; i = inactive; ? = inconclusive; . = no result given; & = joins results of further samples; [ ] = remark or other dose. Unless noted, the call rests on the fitted dose curve; in most records, active means well fitted curve in the direction sought with a large enough effect; inconclusive means small, poorly fitted or top-dose-only effect, or another doubt; inactive means no such curve, though single readings can be large; an effect the other way counts as inactive or inconclusive.

The line under a structure holds: MmCpn inh | Akt phos inh | Abeta yeast res | aSyn yeast inh | TDP43 rescue | FUS suppressor | PTHR1 ag | GLP1R cytotox | GLP-1R inv ag
CC(C)c1cc(=O)n2c(nc3ccccc32)[nH]1
    -2% | i | -11% | -3% | 7% | -9% | -8% | 5% | 34%[activator]
Cc1ccc(S(=O)(=O)c2cn(Cc3cccc(C)c3)c3cc4c(cc3c2=O)OCO4)cc1
    . | . | -4% | . | 8% | 37% | -24% | 5% | 5%
COc1nc(Nc2cccc(F)c2)nc(OC)n1
    -2% | i | 0% | 1% | ? | -8% | -7% | 5% | 93%[activator]
O=C(O)c1ccc(OCc2ccc(C(=O)O)o2)cc1
    2% | i | -8% | -11% | -9% | 18% | i | -14% | 20%
C[C@@H](CN1C(=O)C(=O)NC[C@@H]1Cc1ccc(O)cc1)NC(=O)Cc1ccccc1
    2% | i | -3% | -6% | 14% | -15% | -3% | 3% | 17%
NC(=O)Cc1cn(-c2ncc(C(F)(F)F)cc2Cl)c2ccccc12
    -1% | i | 4% | 5% | 22% | . | -19% | -5% | 0%
Cc1ccc(Cn2c(C3CCCN3c3nc(-c4cc(Cl)c(N)c(Cl)c4)cs3)nc3cc(C(=O)NCCCO)ccc32)cc1 (configuration not stated)
    . | i | 9% | 2% | 8% | ? | -13% | 0% | 1%
CC(C)(C)n1nnnc1C(c1cccnc1)N1CCN(C2CCCCC2)CC1 (configuration not stated)
    2% | i | 9% | 1% | -1% | -5% | -6%[57.5 µM] | -5% | 4%
CCOCCCn1c(=S)[nH]c2cc(C(=O)NC3CCCCC3C)ccc2c1=O (configuration not stated)
    2% | i | 3% | -4% | 3% | -10% | -1% | -10% | 7%
CCCc1oc2ccc(NS(=O)(=O)c3ccc(OC)cc3)cc2c1C(=O)OCC
    . | . | 6% | . | 1% | ? | -7% | ? | ?
COc1ccc(/C=C2\SC(=O)N(CCNC(=O)CCS(=O)(=O)c3ccc(C)cc3)C2=O)cc1
    -2% | i | 2% | 1% | -5% | . | -11% | 3% | 9%
CCOc1ccc(CNC(=O)C2CCN(C(=O)N3CC(CC)Oc4ccccc43)CC2)cc1 (configuration not stated)
    . | . | -6% | . | 7% | 3% | -16% | 1% | 1%
COc1ccccc1N1CCN(C(=O)CN(C)S(=O)(=O)c2cc(C)ccc2OC)CC1
    -1% | i | -6% | 2% | 10% | -2% | -16% | 3% | -14%
Cc1cc(C(=O)NCc2cc(C(=O)O)co2)co1
    0% | i | 6% | 11% | -1% | 3% | -1% | 0% | 2%
N#Cc1ccc(/C=N/NC(=O)c2cccc(S(=O)(=O)N3CCOCC3)c2)cc1
    -4% | i | 1% | -4% | -17% | 7% | -30% | 8% | 1%
COC(=O)c1cc(OC)c(OC)cc1NC(=S)N1CCCCC1
    3% | i | -6% | -15% | -10% | 13% | -1%[57.5 µM] | -12% | 4%
Cc1ccc(NC(=O)CSC(C)C(=O)OC(C)C(=O)NC2CCCCC2C)cc1 (configuration not stated)
    -4% | i | -2% | 3% | 7% | 36% | i | -6% | -18%
CCN1CCN(CCCNC(=O)c2cnn(-c3ccc(OC)cc3)c2C2CCN(C(=O)OC(C)(C)C)CC2)CC1
    . | . | -6% | . | -2% | 24% | i | 2% | 10%
N#Cc1cccc(OCCCN2CCC(C(O)(c3ccccc3)c3ccccc3)CC2)c1
    . | i | -2% | -5% | 7% | 14%&10% | i | -30% | ?
Cc1ccc(Nc2c(-c3ccc(N4CCOCC4)cc3)nc3ccc(C)cn23)cc1
    . | . | -10% | 1% | -4% | -12% | -16% | -1% | 13%

An excerpt from above in order of SMILES length, descending.
The line under a structure holds: MmCpn inh | Akt phos inh | Abeta yeast res | aSyn yeast inh | TDP43 rescue | FUS suppressor | PTHR1 ag | GLP1R cytotox | GLP-1R inv ag
Cc1ccc(Cn2c(C3CCCN3c3nc(-c4cc(Cl)c(N)c(Cl)c4)cs3)nc3cc(C(=O)NCCCO)ccc32)cc1 (configuration not stated)
    . | i | 9% | 2% | 8% | ? | -13% | 0% | 1%
CCN1CCN(CCCNC(=O)c2cnn(-c3ccc(OC)cc3)c2C2CCN(C(=O)OC(C)(C)C)CC2)CC1
    . | . | -6% | . | -2% | 24% | i | 2% | 10%
CCOc1ccc(CNC(=O)C2CCN(C(=O)N3CC(CC)Oc4ccccc43)CC2)cc1 (configuration not stated)
    . | . | -6% | . | 7% | 3% | -16% | 1% | 1%

Continuation.
The line under a structure holds: MmCpn inh | Akt phos inh | Abeta yeast res | aSyn yeast inh | TDP43 rescue | FUS suppressor | PTHR1 ag | GLP1R cytotox | GLP-1R inv ag
COc1ccc(N2CCN(CC(=O)Nc3ncc(C)s3)CC2)cc1
    0% | i | -5% | 4% | 12% | -23% | -28% | -9% | 13%
CCc1ccc(C(O)c2ncc(-c3ccc4ccccc4c3)[nH]2)cc1 (configuration not stated)
    . | i | -8% | -2% | 13% | -9% | -49%[inhibitor] | 4% | -16%
Cc1cccc(CNC(=O)c2cc(S(=O)(=O)N3CCOCC3)cn2C)c1
    2% | i | 8% | 1% | -2% | -21% | i | 7% | ?
COc1ccccc1C(=O)NCC(=O)OCC(=O)c1cccc2ccccc12
    1% | i | 8% | 4%&9% | 12% | 10% | i | -5% | 4%
Cc1cc2cc(C=C(C#N)C#N)c(Cl)nc2cc1C
    -9% | i | -31%[inhibitor] | 6% | ? | . | -4% | 130%[activator] | 4%
COc1ccc2c(c1)c1c(c(=O)n(CCc3ccccc3)c(=O)n1Cc1ccc(F)cc1)n2C
    . | . | -7% | . | 2% | 10% | -94%[inhibitor] | 2% | 5%
N#Cc1ccc(CSc2nnc3ccccn23)cc1
    0% | i | -12% | -4% | -10% | -6% | -21% | -1% | 19%
Cc1nnc(SCC(=O)N2CCN(c3ccccc3)CC2)n1-c1ccccc1
    2% | i | -19% | -20% | -23% | -16% | 13%[57.5 µM] | -6% | -16%
CCN1CCC(NC(=O)Nc2ccccc2C(=O)OC)CC1
    2% | i | -16% | -9% | -4% | -9% | i | -6% | -3%
CCCNS(=O)(=O)c1cccc(C(=O)NC2CCCc3ccccc32)c1 (configuration not stated)
    1% | i | 2% | -6% | 4% | 17% | -76%[inhibitor][57.5 µM] | 1% | -14%
COC(=O)c1c(N2C(=O)[C@H]3[C@@H](C2=O)[C@]2(C(=O)Nc4c(C)cc(C)cc42)N2CCC[C@@H]32)sc(C)c1C
    0% | i | 10% | 13% | -2%[9.22 µM] | ? | i | -12% | ?
CC(=O)Nc1ccc(C(=O)OCC(=O)c2ccc(F)cc2)cc1
    0% | i | -9% | -1% | 1% | -2% | -36%[inhibitor] | -10% | 0%
Cc1c(NC(=O)Nc2cccc(Cl)c2Cl)c(=O)n(-c2ccccc2)n1C
    2% | i | -1% | 0% | 13% | -4% | i | 23% | 14%
Cc1ccc(NC(=O)Nc2nnc(N3CCCC3)s2)cc1C
    . | . | -17% | . | 18%[9.22 µM] | -25% | i | -1% | 2%
CCOC(=O)C1CCCN(C(=O)CCC(=O)Nc2ccc3nc(N4CCOCC4)cc(C)c3c2)C1 (configuration not stated)
    0% | i | 0% | 2% | 0% | . | -1% | 5% | 24%
Cc1ccc(NCCCCO)cc1C
    4% | i | 1% | 1% | -15% | -6% | i | 13% | 8%
COC(=O)c1cccc(-n2c(C)cc(C=O)c2C)c1
    -2% | i | 8% | 12% | 2% | . | i | -13% | -26%
CCOc1ccc(NC(=O)c2cc3nc(-c4ccc(OC)cc4)cc(C(F)(F)F)n3n2)cc1
    . | . | -1% | . | 5% | 0% | -7% | -4% | 2%
CN(Cc1ccccc1)S(=O)(=O)c1ccc(OCC(=O)NCc2ccccn2)cc1
    -2% | i | -7% | 4% | -12% | 10% | -19% | -1% | -9%
CC(C)c1nc(N2CCN(C(=O)c3ccco3)CC2)c2c3c(sc2n1)CCCC3
    -11% | i | -26% | -30%[inhibitor] | ? | ? | -8%[57.5 µM] | ? | ?
CC1=C(C)CC(C(=O)Nc2ccc(C(N)=O)cc2)C(C(=O)O)C1 (configuration not stated)
    1% | i | -3% | 0% | 6% | 9% | i | 2% | 2%
COc1ccc(Cl)c2sc(N(CCN(C)C)C(=O)C3=COCCO3)nc12
    . | i | -1% | 6% | 4% | . | -2% | -4% | -25%
COc1ccccc1CNC(=O)c1cc2ccc3ccc(C)[nH]c3c2n1
    . | . | 8% | 1% | ? | 0% | -25% | -8% | 10µM*
Brc1c(-c2ccccc2)nc2n1Cc1ccccc1-2
    2% | i | -25% | ? | 13µM* | 16% | -54%[inhibitor] | 11% | ?
Cc1nc2oc3ccc(F)cc3c(=O)c2cc1C(=O)NC(C)(C)C
    0% | i | -3% | 1% | 13%[9.22 µM] | 4% | i | 0%[7.66 µM] | 19%[7.66 µM]
Cn1c(NC(=O)c2ccccc2)c(-c2ccccn2)c(=O)c2ccccc21
    -14% | i | 8% | 3% | -12% | 22% | i | 0% | 0%
O=C(COC(=O)CNC(=O)c1ccccc1)Nc1ccc(Cl)cc1C(F)(F)F
    0% | i | -5% | -7% | -13% | . | 8% | 26% | 9%
COC(=O)c1c(NC(=O)c2cccc(N3C(=O)CCC3=O)c2)sc2c1CCN(C(C)=O)C2
    0% | i | -5% | -1% | 14% | 7% | -6% | -5% | 40%[activator]
CC(C)(C)Nc1nc2cc([N+](=O)[O-])ccc2o1
    -4% | i | 9% | -4% | 10% | -13% | -26% | 2% | -5%
O=C(CSc1nnnn1-c1ccc2c(c1)OCCO2)OC1CCCCC1
    2% | i | -14% | -9% | 18% | 4% | -8%[57.5 µM] | 67%[activator] | -19%

The list is partial, so the mix of outcomes need not match the whole.
